ERp5 block: inhibitors of ERp5-driven insulin aggregation, primary screen, biochemical, turbidity, absorbance 650 nm, single point; Protein disulfide-isomerase A6 (Homo sapiens), Q15084; 90 min; inhibition, % at 9.99 µM; 350,000 compounds, 0.05% hits;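 active = mean replicate inhibition above about 25%, with every replicate also reaching it, limit read from the data, passing the limit was not always enough; inconclusive = only one of those two criteria met; inactive = neither criterion met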
Target sequence (Q15084 whole entry, looked up): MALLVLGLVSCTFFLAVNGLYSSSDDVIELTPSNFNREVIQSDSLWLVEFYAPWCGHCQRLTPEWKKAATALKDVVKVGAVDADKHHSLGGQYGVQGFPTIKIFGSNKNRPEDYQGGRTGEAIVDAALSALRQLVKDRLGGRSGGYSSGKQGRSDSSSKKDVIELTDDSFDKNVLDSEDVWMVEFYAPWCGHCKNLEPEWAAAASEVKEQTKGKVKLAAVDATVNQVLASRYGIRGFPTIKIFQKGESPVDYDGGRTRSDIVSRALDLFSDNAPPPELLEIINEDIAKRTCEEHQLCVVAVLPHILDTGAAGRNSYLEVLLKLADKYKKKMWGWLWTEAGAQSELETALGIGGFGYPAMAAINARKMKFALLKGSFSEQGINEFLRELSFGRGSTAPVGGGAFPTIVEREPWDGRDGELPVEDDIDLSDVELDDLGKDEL
RAD54 branch: inhibitors of human RAD54 branch migration, primary screen, biochemical, fluorescence, single point; DNA repair and recombination protein RAD54-like (Homo sapiens), Q92698; RAD54 Holliday junction branch migration, FAM/BHQ fluorescence; inhibition, % at 10.4 µM; 360,000 compounds, 0.14% hits; AID 602329, 2012;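 active = mean normalized replicate activity at least 40 and at least half of replicates scoring 40 or more; inconclusive = only one of the two criteria met; inactive = mean below 40 and under half of replicates reaching 40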;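 note: 0% = median of neutral control wells and 100% = median of positive control wells; inhibitors cause a drop in the FAM fluorescence signal; in these data hits start at about 50%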
ARNT-TACC3 inh: disruptors of ARNT/TACC3 protein interaction, primary screen, biochemical, AlphaScreen, single concentration; inhibition, % at 9.99 µM; 390,000 compounds, 0.66% hits; AID 623870, 2012; Transforming acidic coiled-coil-containing protein 3 (Homo sapiens), Q9Y6A5; AlphaScreen His-ARNT PAS-B/GST-TACC3 binding, luminescence; TACC3 fragment carries E629A point mutation;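 active = mean inhibition of replicates at least 50% and at least half of replicates each reaching 50%; inconclusive = half or more replicates reach 50% but mean below 50%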;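 note: 0% = complete ARNT plus TACC3 wells and 100% = ARNT alone without TACC3; many hits fall short of the cut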
CASP6 VEID inh: human caspase-6 inhibitors, primary screen, biochemical, VEID-R110 fluorescence, single point, set 2. P55212. purified caspase-6, Z-VEID-R110 cleavage fluorescence. inhibition, % at 12.5 µM. 350,000 compounds, 0.53% hits. AID 686996, 2013;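 active = mean inhibition across replicates at least about 35%, with every replicate also reaching that limit, limit read from the data; inconclusive = only one of the two criteria met; inactive = neither criterion met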;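 note: 0% = median of neutral control wells and 100% = no fluorescence left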
RAD52 inh: RAD52 DNA annealing inhibitors, primary screen, biochemical, FRET, single point, set 2; DNA repair protein RAD52 homolog (Homo sapiens), P43351; recombinant RAD52 DNA annealing, FRET fluorescence; inhibition, % at 18.7 µM; 360,000 compounds, 0.46% hits; AID 651710, 2012;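 active = every replicate showing at least 50% inhibition; inconclusive = mean inhibition at least 50% but not in every replicate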
E-sel inducer: E-selectin induction in HUVECs, primary screen, imaging, HUVEC, immunofluorescence imaging, single point; P16581; normalized: neutral wells 0, TNF-alpha wells 100; activation, % at 7.58 µM; 260,000 compounds, 0.37% hits; AID 686992, 2013;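 active = mean E-selectin-positive cell signal at least 10% of the positive control, reached in at least 60% of replicates, without over 20% cell loss; inconclusive = no rule given, readout overlaps actives, possibly toxicity-flagged; inactive = the rest, including those meeting only one limit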;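 note: in these data hits start at about 27%; measured in HUVEC primary endothelial cells; signal is the percent of cells scored E-selectin positive by PE staining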
Target sequence (P16581 whole entry, looked up): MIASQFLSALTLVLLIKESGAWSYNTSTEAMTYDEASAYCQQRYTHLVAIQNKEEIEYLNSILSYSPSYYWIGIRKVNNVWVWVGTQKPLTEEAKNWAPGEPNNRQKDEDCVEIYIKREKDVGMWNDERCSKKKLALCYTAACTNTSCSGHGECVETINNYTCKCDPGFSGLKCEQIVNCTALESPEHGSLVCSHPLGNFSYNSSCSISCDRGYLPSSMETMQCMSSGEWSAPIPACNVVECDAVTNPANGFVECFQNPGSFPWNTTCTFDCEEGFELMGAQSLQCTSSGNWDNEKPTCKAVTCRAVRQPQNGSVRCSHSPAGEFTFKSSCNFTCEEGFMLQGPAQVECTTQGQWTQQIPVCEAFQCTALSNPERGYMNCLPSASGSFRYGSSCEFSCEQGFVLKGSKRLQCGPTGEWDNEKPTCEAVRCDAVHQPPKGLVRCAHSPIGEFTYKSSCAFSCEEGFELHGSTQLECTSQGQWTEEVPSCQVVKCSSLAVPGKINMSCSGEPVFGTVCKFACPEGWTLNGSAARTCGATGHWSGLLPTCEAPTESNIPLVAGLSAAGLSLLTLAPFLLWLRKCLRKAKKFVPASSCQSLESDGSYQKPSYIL
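Test system: HUVEC; input: 3,000 HUVEC/well; measured by: immunofluorescence imaging; read-out: % PE-positive cells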
esBAF inh: Bmi1 luciferase reporter increase in mESCs, primary screen, esBAF inhibitor project, mouse ES cells, Bmi1 luciferase knock-in, single point; 24 h; 100% = twice the neutral-well signal; reporter increase, % at 12.5 µM; 350,000 compounds, 2% hits; in the data active = activation above about 40%; inconclusive = no clear call, values can overlap the other calls;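 note: 0% = median of the plate's neutral control wells and 100% = double that signal; a rise in the Bmi1 reporter signal indicates esBAF inhibition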
PglD DTNB: C. jejuni PglD acetyltransferase inhibitors, primary screen, biochemical, DTNB colorimetric, single point. AID 602405, 2012. inhibition, % at 12.5 µM. purified PglD enzyme, DTNB colorimetric CoA detection. UDP-N-acetylbacillosamine N-acetyltransferase PglD (Campylobacter jejuni). 360,000 compounds, 0.098% hits; in the data active = inhibition above about 16%, passing the limit was not always enough; inconclusive = no clear call, values can overlap the other calls; note: strong numbers were not always called active
* = called active by the depositor; ? = inconclusive; / = not tested or not shown.

SMILES | ERp5 block | RAD54 branch | ARNT-TACC3 inh | CASP6 VEID inh | RAD52 inh | E-sel inducer | esBAF inh | PglD DTNB
NS(=O)(=O)c1ccc(NC(=O)COC(=O)CSc2n[nH]c(-c3ccccc3)n2)cc1 | / | -9 | -7 | / | / | / | 2 | -2
O=C(C1CCCN1S(=O)(=O)c1ccc(Cl)c(Cl)c1)N1CCOCC1 (centres undefined) | / | -1 | -6 | / | / | / | 4 | -4
CC(=O)Nc1ccc(S(=O)(=O)N(CCCN2CCOCC2)Cc2cccs2)cc1 | -5 | / | 3 | / | -16 | -0.1 | / | /
CCN(CC)C(=S)SSC(=S)N(CC)CC | -4 | 2 | 32 | -2 | -32 | -0.1 | 7 | -4
O=C(NNC(=O)C1CCC1)c1ccc(Cl)cc1 | 13 | -1 | / | 1 | -14 | -0.1 | -3 | -3
COc1ccccc1CNC(=O)CC1Sc2ccccc2NC1=O (centres undefined) | 3 | 5 | 6 | 9 | -10 | 1.6 | 1 | 2
Cc1cc(C)nc(N2CCN(c3ccc(F)cc3)CC2)n1 | 1 | -11 | -3 | 2 | -1 | 0.8 | 12 | -2
CCOC(=O)C1=C(C)N(C)C(=S)N(C)C1c1ccc(OC)cc1 (centres undefined) | -2 | / | 2 | -1 | 1 | 1.0 | / | /
O=C(C[C@H]1CC[C@@H](NS(=O)(=O)c2ccc(F)cc2)[C@H](CO)O1)N1CCc2ccccc2C1 | -1 | 5 | 0 | -6 | -19 | 0.3 | 3 | -2
Cc1ccc(/C=N/NC(=O)NN(C)c2ncc(C(F)(F)F)cc2Cl)cc1 | 2 | -12 | -1 | -4 | 1 | / | -4 | 4
C[C@@H]1CN([C@H](C)CO)C(=O)c2cc(NC(=O)Nc3ccc(F)cc3)ccc2O[C@@H](C)CCCCO[C@H]1CN(C)Cc1ccc(Cl)c(Cl)c1 | 0 | -7 | 34 | 0 | 8 | -0.1 | 3 | 3
O=C1c2oc3ccc(Cl)cc3c(=O)c2C(c2cccc(Br)c2)N1CCO (centres undefined) | / | -14 | -3 | / | / | / | 10 | 0
CC(C)(C)OC(=O)N1CCC(NC(=O)c2nc[nH]c2C(=O)N2CCN(C(=O)OC(C)(C)C)CC2)CC1 | 1 | -4 | 1 | -5 | 3 | 0.3 | -6 | 2
CCN(CC)C(=O)c1ccc2nc3ccccc3nc2c1 | -2 | / | -6 | 3 | 7 | / | / | /
N#C[C@H]1[C@H](c2ccccc2-c2cccc(F)c2)[C@@H](CO)N1C(=O)CN1CCOCC1 | -5 | / | / | -1 | -4 | 0.2 | / | /
CCNC(=O)C1(C)CCCN1C(=O)c1c(F)cccc1F (centres undefined) | -1 | -3 | / | -2 | -18 | -0.1 | -4 | -8
O=S(=O)(c1ccc(Br)s1)n1cccn1 | / | 11 | -5 | / | / | / | 0 | 4
O=C(Nc1ncc2c(n1)-c1ccccc1OC2)c1cccc([N+](=O)[O-])c1 | -4 | -4 | 0 | 0 | -7 | 0.0 | 7 | 0
C[C@H]1CN([C@@H](C)CO)C(=O)c2cc(-c3cccc(F)c3)cnc2O[C@@H]1CN(C)C | 1 | 8 | -2 | 0 | 11 | -0.4 | 2 | 2
CNc1ccc(C(=O)OCC(=O)Nc2ccnn2C(C)C)cc1[N+](=O)[O-] | -7 | 1 | / | 1 | -8 | 5.7 | 2 | -3
CCOC(=O)CC(c1ccc(N)cc1)n1c(C)ccc1C (centres undefined) | -1 | -2 | 13 | 0 | -38 | / | 2 | -1
C[C@@H]1CCCCO[C@@H](CN(C)C(=O)Nc2ccc(C(F)(F)F)cc2)[C@@H](C)CN([C@H](C)CO)C(=O)c2cc(NC(=O)CCC(F)(F)F)ccc2O1 | 5 | 6 | 0 | -1 | -40 | 0.1 | 0 | -1
Cc1cccc(N(Cc2ccccc2)C(=O)c2cc(S(=O)(=O)N3CCOCC3)ccc2Cl)c1 | 0 | / | 1 | 1 | -7 | / | / | /
CCOc1ccc(NC(=O)CCc2c(C)nn(-c3ccc(N4CCCCC4)nn3)c2C)cc1 | 2 | 4 | 7 | 5 | 1 | / | 52* | 2
COc1ccc(/C=C(\NC(=O)c2ccc(C)cc2)C(=O)N2CCCCC2)cc1 | 0 | 8 | -30 | 0 | -13 | / | 9 | 4
CN(CC(O)Cn1c2ccccc2c2ccccc21)S(C)(=O)=O (centres undefined) | -1 | / | 16 | 0 | -4 | 1.9 | / | /
Cc1occc1-c1nnc(SCC(=O)Nc2ccccc2-c2ccccc2)n1C | / | 3 | -2 | / | / | / | 4 | 4
Cc1ccc(C)c(S(=O)(=O)N2CCN(C(=O)c3ccc(N4CCCC4)c([N+](=O)[O-])c3)CC2)c1 | 11 | 9 | 6 | -3 | -19 | -0.4 | 6 | 0
CN(C)c1ccc(-c2ccc3c(=O)c4ccccc4n(C)c3c2)cn1 | -2 | 8 | -1 | -2 | -22 | -0.4 | 49* | 0
COC(=O)C[C@H]1C[C@H]2c3cc(NC(=O)c4cccnc4)ccc3O[C@H]2[C@@H](CO)O1 | 7 | 3 | -4 | 0 | -12 | -0.5 | 2 | 0
CC(=O)n1c2ccccc2c2nc3ccccc3nc21 | / | 3 | -6 | / | / | / | 72* | 3
C[C@@H]1CN([C@H](C)CO)C(=O)CCCn2nncc2CO[C@@H]1CN(C)Cc1ccc(Cl)c(Cl)c1 | -1 | 3 | 1 | 0 | -6 | 0.4 | 11 | -1
CN1C(=O)CSC1=Nc1ccc(F)cc1 | 2 | 0 | -5 | 1 | 1 | 0.0 | -9 | 4
Cn1nnnc1SCC(=O)Nc1nc2c(F)c(F)c(F)cc2s1 | -2 | 0 | 1 | -1 | -7 | -0.2 | 1 | 5
COc1ccc(-n2c(=O)c3c(C)c(C)sc3n(Cc3ccc(F)cc3)c2=O)c(OC)c1 | 5 | / | -4 | 6 | -21 | -0.3 | 0 | /
Cc1nc(NC(=O)CSc2nnc(C3CC3)n2C)sc1C | 4 | -5 | -1 | -1 | 5 | / | 8 | 7
OC1(c2ccccc2)CCN(Cc2ccccc2)C2CCCCC21 (centres undefined) | / | 18 | -5 | / | / | / | 0 | 8
CC(Oc1ccc(Cl)cc1Cl)C(=O)NNC(=O)[C@@H]1CCCC[C@@H]1C(=O)O (some centres undefined) | -2 | -7 | -2 | -8 | -14 | -1.0 | / | -11
C[C@H](CO)N1C[C@H](C)[C@H](CN(C)C(=O)Nc2ccccc2F)Oc2ncc(/C=C/c3ccccc3)cc2C1=O | ? | -4 | 9 | 0 | 4 | 0.0 | 2 | 1
CCOC(=O)CNC(=O)N(C)[C@H]1C[C@H]2c3[nH]c4ccccc4c3CCN2C[C@H]1[C@H](C)O | 4 | 5 | / | -5 | -64 | 0.2 | -6 | -3
COc1ccc2[nH]c3c(c2c1)CCN1C(=O)N([C@@H](C)C(=O)NCc2ccc(F)cc2)C(=O)[C@]31C | -1 | 4 | -3 | -1 | -10 | / | 19 | -1
Cc1ccc(NC(=O)CCN2C(=O)C3C4CCC(C4)C3C2=O)cc1[N+](=O)[O-] (centres undefined) | 9 | 2 | / | -4 | -6 | / | -6 | 5
COc1ccc(NC(=O)COc2nsnc2N2CCOCC2)c(OC)c1 | 3 | 5 | 0 | -8 | -13 | 5.7 | 1 | -2
CC(C)Cn1c(N)c(C(=O)COC(=O)c2ccc(O)cc2)c(=O)n(C)c1=O | 0 | / | -1 | 1 | -41 | / | / | /
COC(=O)C1=C(C(=O)OC)[C@@H]2N(C)c3ccccc3[C@@]23C[C@@H](C(=O)OC)N(C(=O)C2CCC2)C3=N1 | 0 | 3 | 6 | 0 | -35 | 0.1 | 4 | 3
CCN1CCN(C(c2cccs2)C(C)NC(=O)c2c(F)cccc2F)CC1 (centres undefined) | / | -6 | -3 | / | / | / | 0 | -4
CC(C)Oc1cc(F)ccc1-c1cc(C(=O)NCc2ccccn2)[nH]n1 | 0 | 0 | / | -6 | -15 | -0.1 | -3 | -2
Cc1cc(C)nc(N/N=C/c2cccc3ccccc23)n1 | -6 | / | -8 | -2 | -3 | / | / | /
Cc1ccc2[nH]c(=O)c(CN(C)S(=O)(=O)c3cccc4nonc34)cc2c1 | / | 11 | 1 | -4 | -7 | / | 3 | -1
COc1ccc2c(=O)c3c(=O)n(Cc4ccccc4)c(C(C)C)nc3oc2c1 | -3 | 1 | / | -1 | -9 | / | / | 1

The results go on:
SMILES | ERp5 block | RAD54 branch | ARNT-TACC3 inh | CASP6 VEID inh | RAD52 inh | E-sel inducer | esBAF inh | PglD DTNB
COc1ccc(CNC(=O)CCOc2ccc(C(C)(C)C)cc2)cc1 | / | 4 | 0 | / | / | / | -3 | -4
CCCC1(C)SC(NC(C)=O)=NN1C(C)=O (centres undefined) | / | 7 | 23 | / | / | / | -2 | 2
O=S(=O)(c1ccc(Br)s1)N1CCNCC1 | -10 | 0 | -3 | -3 | -8 | 0.0 | -1 | 1
COc1ccc2oc(=O)c(C(=O)NCc3cccnc3)cc2c1 | / | -3 | -6 | / | / | / | -3 | -5
C[C@H]1CN([C@@H](C)CO)C(=O)c2cccc(NC(=O)NC3CCCCC3)c2O[C@@H]1CN(C)C(=O)Nc1ccc(F)cc1 | -5 | -5 | -3 | 1 | 13 | -0.4 | 4 | 1
O=C(OCC(=O)N1CCc2ccccc2C1)c1cc(=O)[nH]c2ccccc12 | -2 | -1 | -3 | -2 | -27 | 5.8 | 24 | -1
CC(C)CC(=O)/C(=C\c1ccc(Cl)cc1Cl)n1cncn1 | / | -2 | -1 | / | / | / | -17 | 3
Cc1ccc(C(=O)N[C@H](C(=O)OCc2cc(=O)n3c(n2)sc2ccccc23)C(C)C)cc1 | 7 | / | 2 | 3 | -19 | / | / | /
CCn1c(SCc2cccnc2)nc2c1c(=O)n(C)c(=O)n2C | / | -6 | 0 | / | / | / | -12 | 1
COc1ccc(-n2nc(C(=O)NCC(=O)NCCC3=CCCCC3)c3ccccc3c2=O)cc1 | -4 | 4 | -3 | -3 | -16 | / | 4 | 0
O=C1COc2ccc(S(=O)(=O)CCC(=O)NC3CCCCC3)cc2N1 | -6 | 8 | -4 | 1 | -8 | / | -3 | -3
Cc1noc(C)c1NC(=O)N(C)C[C@@H]1Oc2ccc(NC(=O)Nc3ccc4c(c3)OCO4)cc2CC(=O)N([C@H](C)CO)C[C@H]1C | 1 | -3 | / | -1 | 5 | 0.0 | 0 | 3
O=C(CSc1nnc(-c2ccccc2)n1Cc1ccccc1)NC1CC1 | / | 3 | 1 | / | / | / | 3 | 1
COc1ccc2c(c1)CC/C(=C\Nc1ccc3c(c1)OCO3)C2=O | 5 | -1 | 25 | -3 | -43 | / | 53* | 2
CC(=O)NCCc1nc2cc(NC(=O)c3ccc(F)cc3)ccc2n1C | 4 | -4 | -4 | -9 | -12 | 0.0 | -4 | 8

From PubChem BioAssay
